Screens as filed in PubChem BioAssay.
Abeta yeast res – compounds reversing amyloid beta toxicity in yeast. yeast expressing A-beta42, growth rescue, OD600, 48 h; response scale: 0% DMSO, 100% iron-clioquinol control. Potency, µM (doses to about 46.1 µM), without a hit: at the top dose growth rescue, most hits filed as activators. 410,000 tested, 0.063% active; also: potency is read from the fitted curve at half-maximal effect; nearly all actives have a fitted effect of over 55% in size
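Yeast growth medium received pinned compounds, then yeast cells expressing toxic A-beta were added; plates incubated at 30 C for 48 hr. Growth read as absorbance at 600 nm, normalized to DMSO and equimolar FeCl3 plus clioquinol controls.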
D3 ag – activates the human D3 dopamine receptor | P35462 | D3R DiscoveRx beta-arrestin cells, luminescence, 90 min | max activation, % | 410,000 tested, 0.58% active; in the data active = max activation above about 30%; also: 0% is about no effect; mostly tested at two doses, the higher about 12 µM
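Agonist-mode cell screen: cells plated at 1500/well and incubated overnight at 37 °C, then exposed to library compounds for 90 min at 37 °C. Detection reagent was added for 30–60 min at room temperature, and luminescence was read.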
EPAC2 antagonist – antagonists of human EPAC2 | 360,000 tested, 0.18% active | Potency, µM (series often up to 114 µM), for the others: at the top dose activity, negative = inhibition, usual class: inhibitors | AID 720708 | EPAC2 GEF exchange of Rap1B-BODIPY-GDP, fluorescence | Q8WZA2; also: potency is read from the fitted curve at half-maximal effect; % is scaled to controls: 0 for no effect and ±100 for the full control effect; nearly all actives have a fitted effect of over 45% in size; many of its hits are not listed in these tables
Target sequence (Q8WZA2 whole entry, looked up): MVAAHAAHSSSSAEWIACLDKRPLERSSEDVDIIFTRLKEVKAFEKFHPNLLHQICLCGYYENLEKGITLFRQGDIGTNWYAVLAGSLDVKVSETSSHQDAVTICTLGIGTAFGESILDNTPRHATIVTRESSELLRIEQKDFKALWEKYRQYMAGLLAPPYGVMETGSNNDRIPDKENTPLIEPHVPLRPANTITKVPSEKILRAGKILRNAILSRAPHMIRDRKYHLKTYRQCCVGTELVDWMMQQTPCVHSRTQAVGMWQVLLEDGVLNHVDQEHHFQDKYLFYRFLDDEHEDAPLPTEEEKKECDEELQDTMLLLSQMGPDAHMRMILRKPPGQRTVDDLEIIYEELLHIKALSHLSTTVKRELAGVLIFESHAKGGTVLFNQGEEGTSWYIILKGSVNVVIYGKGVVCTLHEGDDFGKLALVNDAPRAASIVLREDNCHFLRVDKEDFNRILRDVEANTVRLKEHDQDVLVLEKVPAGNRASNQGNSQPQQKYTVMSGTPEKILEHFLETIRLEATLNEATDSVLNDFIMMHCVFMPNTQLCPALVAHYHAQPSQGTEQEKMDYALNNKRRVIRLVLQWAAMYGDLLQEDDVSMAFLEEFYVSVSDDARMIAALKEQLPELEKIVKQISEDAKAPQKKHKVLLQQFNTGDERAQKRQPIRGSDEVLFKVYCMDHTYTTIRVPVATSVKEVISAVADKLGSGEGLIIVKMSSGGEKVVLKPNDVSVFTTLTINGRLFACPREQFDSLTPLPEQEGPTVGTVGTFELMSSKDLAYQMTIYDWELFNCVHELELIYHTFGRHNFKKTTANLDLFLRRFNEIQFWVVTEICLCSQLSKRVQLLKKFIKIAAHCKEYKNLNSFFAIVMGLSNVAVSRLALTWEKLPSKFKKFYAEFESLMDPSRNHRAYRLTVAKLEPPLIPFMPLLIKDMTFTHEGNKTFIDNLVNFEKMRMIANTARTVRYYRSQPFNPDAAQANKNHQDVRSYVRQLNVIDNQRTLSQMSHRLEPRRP
TDP-43 yeast inh – TDP-43 toxicity inhibition in yeast. TDP-43 expressing yeast growth rescue, BacTiter-Glo, 24 h. Potency, µM (highest dose often 46.1 µM), inactives show top-dose growth rescue (activation), hits mostly activators. 410,000 tested, 1.8% active. AID 652104; also: potency is read from the fitted curve at half-maximal effect; % of control where 0% means no effect; nearly all actives have a fitted effect of over 50% in size
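Galactose-induced TDP-43 yeast, OD600=0.02, compound pinned; 24 hr, 30 deg C; BacTiter-Glo luminescence for growth. Inhibitors of TDP-43 toxicity read as activators.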
D3 antag – blocks the human D3 dopamine receptor; P35462; D3R cells, DiscoveRx beta-arrestin luminescence, antagonist mode; active compounds read low; max response, negative = inhibition, %; 360,000 tested, 2.5% active; in the data active = max response below about -50%; inconclusive = no clear call, values can overlap the other calls; also: % is scaled to controls: 0 for no effect and ±100 for the full control effect; mostly tested at two doses, the higher about 12 µM
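Cells expressing the human receptor were seeded at 1500 cells/well, incubated overnight at 37 degrees C in 5% CO2, then exposed to library compounds with dopamine controls for 90 minutes at 37 degrees C before luminescent detection.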
EPAC2 ag – activates human EPAC2 exchange factor; Q8WZA2; EPAC2 activation, biochemical qHTS; response scale: 100% = 6.5 mM cAMP response; Potency, µM (titrated, usually from 154 µM), for inactives: top-dose activation, hits mostly activators; 360,000 tested, 0.079% active; also: potency is read from the fitted curve at half-maximal effect; nearly all actives have a fitted effect of over 50% in size
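Nucleotide exchange monitored as fluorescence drop when BODIPY-GDP leaves Rap1B. Reaction: 100 nM EPAC2, 250 nM RAP1B-BODIPY-GDP, 50 uM GDP, room temperature, kinetic read over 30 min. Activity expressed relative to 6.5 mM cAMP.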
aSyn rescue – inhibitors of alpha-synuclein toxicity in yeast; Yeast expressing alpha-synuclein, growth rescue, BacTiter-Glo, 24 h; Potency, µM (titrated, usually from 46.1 µM), for the others: top-dose growth rescue (activation), actives largely listed as activators; 370,000 tested, 0.14% active; AID 652106; also: potency is read from the fitted curve at half-maximal effect; % of control where 0% means no effect; nearly all actives have a fitted effect of over 65% in size
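Readout is rescue of growth in alpha-synuclein-expressing yeast, so inhibitors of toxicity appear as activators. Growth after 24 hr at 30 deg C in galactose medium is quantified by luminescence.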
FUS yeast rescue – suppressors of FUS proteinopathy in yeast; S. cerevisiae FUS-expressing, growth rescue, OD600, 24 h; Potency, µM (highest dose often 76.6 µM), inactives show top-dose growth rescue (activation), most hits filed as activators; 390,000 tested, 0.24% active; AID 1347120;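 also: potency is read from the fitted curve at half-maximal effect; plate controls were DMSO vehicle for no effect and reference control for full effect; nearly all actives have a fitted effect of over 55% in size; some results filed as inactive show a strong effect at the top dose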
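Compound concentration series was pinned onto galactose-induced FUS-expressing yeast seeded at OD 0.005. Plates sat 24hr at 30C; absorbance at 600 nm gave growth. DMSO served as background control.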
* marks the source's active call; other numbers are inactive results; [ ] = another dose, or the depositor's remark. Unless noted, calls follow the shape of the dose curve; as a rule, active = well fitted curve in the direction sought with a large enough effect; inconclusive = small, poorly fitted or top-dose-only effect, or another doubt; inactive = no such curve, though single readings can be large; an effect the other way counts as inactive or inconclusive. A portion of the library; rates above refer to the full screens.

What do the screens show for `COc1ccc(C(=O)c2ccc([N+](=O)[O-])cc2)cc1S(=O)(=O)N1CCC(C(=O)O)CC1`?
Abeta yeast res: 4%; D3 ag: -2; EPAC2 antagonist: 1%; TDP-43 yeast inh: 9%; D3 antag: -22; EPAC2 ag: 5%; aSyn rescue: -3%; FUS yeast rescue: -2%

What do the screens show for `Cc1ccc(CCCOC(=O)C[N+]2(C)CCCCC2)cc1`?
Abeta yeast res: 0%; D3 ag: -9; EPAC2 antagonist: 6%; TDP-43 yeast inh: 20%[9.22 µM]; D3 antag: -9; EPAC2 ag: 4%; aSyn rescue: -7%; FUS yeast rescue: 10%

What do the screens show for `Cc1ccc(-n2c(N)c(C(=O)N3CCCCC3)sc2=S)cc1`?
Abeta yeast res: -7%; D3 ag: -6; EPAC2 antagonist: 9%; TDP-43 yeast inh: 11µM*; D3 antag: -24; EPAC2 ag: 10%; aSyn rescue: -2%; FUS yeast rescue: 20%

How did CCOc1ccc(C2C(C(=O)c3ccc(C)o3)=C(O)C(=O)N2c2cc(C)on2)cc1OC (stereo not given) do in these assays?
Abeta yeast res: -14%; D3 ag: 4; EPAC2 antagonist: -1%; TDP-43 yeast inh: -20%; D3 antag: -3; EPAC2 ag: 2%; aSyn rescue: -13%; FUS yeast rescue: inconclusive

Results for O=C(Nc1cccc(F)c1)C1CCN(S(=O)(=O)c2cccc3nonc23)CC1 ?
Abeta yeast res: 1%; D3 ag: -1; EPAC2 antagonist: -2%; TDP-43 yeast inh: -4%; D3 antag: -10; EPAC2 ag: -12%; aSyn rescue: 5%; FUS yeast rescue: -15%

What do the screens show for `Cc1cccc(C(=O)Nc2cccc(NC(=O)c3ccccc3)c2)c1`?
Abeta yeast res: 3%; D3 ag: -3; EPAC2 antagonist: -8%; TDP-43 yeast inh: 13%; D3 antag: 13; EPAC2 ag: 20%; aSyn rescue: -4%; FUS yeast rescue: 5%

Results for O=C(NCC1COc2ccccc2O1)C1CCN(S(=O)(=O)c2ccc(Cl)cc2)CC1 (stereo not given) ?
Abeta yeast res: 14%; D3 ag: 2; EPAC2 antagonist: inconclusive; TDP-43 yeast inh: 19%; D3 antag: 28; EPAC2 ag: 2%; aSyn rescue: 7%; FUS yeast rescue: 25%

What do the screens show for `Cc1ccc(CNC(=O)c2cc(S(=O)(=O)N3CCOCC3)cn2C)cc1`?
Abeta yeast res: -9%; D3 ag: 6; EPAC2 antagonist: 0%; TDP-43 yeast inh: -8%; D3 antag: -20; EPAC2 ag: 6%; aSyn rescue: -6%; FUS yeast rescue: -2%

What do the screens show for `COCCCN(CC(=O)Nc1ccc(F)cc1)S(=O)(=O)c1cccs1`?
Abeta yeast res: -5%; D3 ag: 2; EPAC2 antagonist: -5%; TDP-43 yeast inh: 7%; D3 antag: 0; EPAC2 ag: 3%; aSyn rescue: -4%; FUS yeast rescue: -22%

Results for COc1ccc(-c2nc(S(=O)(=O)c3ccc(C)cc3)c(N3CCCCC3)o2)cc1 ?
Abeta yeast res: -9%; D3 ag: -2; TDP-43 yeast inh: 7%; FUS yeast rescue: -5%

How did COc1ccccc1CNC(=O)C1CCN(S(=O)(=O)c2cn(C)cn2)CC1 do in these assays?
Abeta yeast res: -17%; D3 ag: -10; TDP-43 yeast inh: 0%; FUS yeast rescue: -9%

Results for CCOCCn1ccc2c(OCC(=O)Nc3cc(C(F)(F)F)ccc3Cl)cccc2c1=O ?
Abeta yeast res: -8%; D3 ag: 1; TDP-43 yeast inh: inconclusive; FUS yeast rescue: 11%

Results for Cc1cccc(N/C(N)=N/c2nc3c(c(=O)[nH]2)CCCC3)c1 ?
Abeta yeast res: 6%; D3 ag: 2; EPAC2 antagonist: 9%; TDP-43 yeast inh: 20%; D3 antag: -3; EPAC2 ag: 2%; aSyn rescue: 0%; FUS yeast rescue: 17%

How did COc1ccc2c3c(c(=O)oc2c1OCC(N)=O)CCCC3 do in these assays?
Abeta yeast res: 22%; D3 ag: 3; EPAC2 antagonist: 1%; TDP-43 yeast inh: 18%; D3 antag: 0; EPAC2 ag: -2%; aSyn rescue: -2%; FUS yeast rescue: -18%

What do the screens show for `CCCCCc1c(C)nc(N2CCc3ccccc3C2)[nH]c1=O`?
Abeta yeast res: 0%; D3 ag: -5; EPAC2 antagonist: 3%; TDP-43 yeast inh: 23%; D3 antag: -12; EPAC2 ag: -17%; aSyn rescue: -6%

Brought forward from above: 3 compounds; new compounds follow.
Results for Cc1cccc(N/C(N)=N/c2nc3c(c(=O)[nH]2)CCCC3)c1 ?
Abeta yeast res: 6%; D3 ag: 2; EPAC2 antagonist: 9%; TDP-43 yeast inh: 20%; D3 antag: -3; EPAC2 ag: 2%; aSyn rescue: 0%; FUS yeast rescue: 17%

How did COc1ccc2c3c(c(=O)oc2c1OCC(N)=O)CCCC3 do in these assays?
Abeta yeast res: 22%; D3 ag: 3; EPAC2 antagonist: 1%; TDP-43 yeast inh: 18%; D3 antag: 0; EPAC2 ag: -2%; aSyn rescue: -2%; FUS yeast rescue: -18%

What do the screens show for `CCCCCc1c(C)nc(N2CCc3ccccc3C2)[nH]c1=O`?
Abeta yeast res: 0%; D3 ag: -5; EPAC2 antagonist: 3%; TDP-43 yeast inh: 23%; D3 antag: -12; EPAC2 ag: -17%; aSyn rescue: -6%

How did Cc1ccc(C(C)C)c(OCC(=O)Nc2ccc(Cl)cn2)c1 do in these assays?
Abeta yeast res: 0%; D3 ag: -11; EPAC2 antagonist: 11%; TDP-43 yeast inh: -15%; D3 antag: 13; EPAC2 ag: 7%; aSyn rescue: -3%; FUS yeast rescue: 14%

What do the screens show for `O=C(NCc1cccc(F)c1)C1CCN(c2nc3ccccc3nc2C(F)(F)F)CC1`?
Abeta yeast res: -2%; D3 ag: -12; TDP-43 yeast inh: 10%; FUS yeast rescue: -12%

Results for O=Nc1c(-c2ccccc2)cc2ccccn12 ?
Abeta yeast res: -34%; D3 ag: -13; EPAC2 antagonist: -6%; TDP-43 yeast inh: 18%; D3 antag: -3; EPAC2 ag: -3%; aSyn rescue: 0%; FUS yeast rescue: -18%

Results for O=C(NC1(C(F)(F)F)C(=O)Nc2c1c(=O)[nH]c(=O)n2Cc1ccccc1)c1ccc(Cl)cc1Cl (stereo not given) ?
Abeta yeast res: -9%; D3 ag: 11; EPAC2 antagonist: -1%; TDP-43 yeast inh: -12%; D3 antag: 3; EPAC2 ag: 14%; aSyn rescue: 0%; FUS yeast rescue: 24%

What do the screens show for `CC(C)(C)Sc1nc(O)cc(=O)[nH]1`?
Abeta yeast res: -4%; D3 ag: -1; EPAC2 antagonist: 3%; TDP-43 yeast inh: 2%; D3 antag: -2; EPAC2 ag: 3%; aSyn rescue: -1%; FUS yeast rescue: 15%

Results for O=C(NCCC(=O)N1CCN(c2ccccc2O)CC1)c1ccc(Br)cc1 ?
Abeta yeast res: 7%; D3 ag: 1; EPAC2 antagonist: -9%; TDP-43 yeast inh: 4%; D3 antag: 5; EPAC2 ag: -3%; aSyn rescue: 7%; FUS yeast rescue: 26%

How did COCCCN1C(=O)C(CC(=O)NC(c2ccccc2)c2ccccc2)CC(C(=O)N(C)C)=C1C (stereo not given) do in these assays?
Abeta yeast res: -10%; D3 ag: 2; EPAC2 antagonist: -5%; TDP-43 yeast inh: 28%; D3 antag: 5; EPAC2 ag: 8%; aSyn rescue: -11%; FUS yeast rescue: 5%

How did Oc1ccccc1/C=N/NC1=NCCCCC1 do in these assays?
Abeta yeast res: 7%; D3 ag: -15; EPAC2 antagonist: 7%; TDP-43 yeast inh: -8%; D3 antag: -11; EPAC2 ag: 6%; aSyn rescue: 2%; FUS yeast rescue: 5%

How did COc1ccc(C(=O)NCC(=O)N/N=C(\C)Cc2ccccc2)cc1 do in these assays?
Abeta yeast res: -9%; D3 ag: -2; EPAC2 antagonist: -2%; TDP-43 yeast inh: -7%; D3 antag: -13; EPAC2 ag: 10%; aSyn rescue: -2%; FUS yeast rescue: -20%

Results for Cc1ccc(Cc2c(-c3ccc(Cl)cc3)nc3c(Cl)cc(C(F)(F)F)cn23)cc1 ?
Abeta yeast res: -10%; D3 ag: 0; EPAC2 antagonist: 2%; TDP-43 yeast inh: -2%; D3 antag: -20; EPAC2 ag: 3%; aSyn rescue: 1%; FUS yeast rescue: 6%

What do the screens show for `Cc1cccc2cc(=O)[nH]c(C)c12`?
Abeta yeast res: -7%; D3 ag: -2; EPAC2 antagonist: 11%; TDP-43 yeast inh: 6%; D3 antag: 9; EPAC2 ag: 7%; aSyn rescue: 0%; FUS yeast rescue: -11%

What do the screens show for `Cc1ccsc1/C=C1/CN(C)Cc2c1nc1ccccc1c2C(=O)O`?
Abeta yeast res: 0%; D3 ag: -8; EPAC2 antagonist: 2%; TDP-43 yeast inh: 7%; D3 antag: 6; EPAC2 ag: 7%; aSyn rescue: 3%; FUS yeast rescue: 31%

What do the screens show for `Clc1ccc2c(c1)C=Nc1c(NCc3ccccc3)ncnc1O2`?
Abeta yeast res: -3%; D3 ag: -1; EPAC2 antagonist: 3%; TDP-43 yeast inh: 7%; D3 antag: -2; EPAC2 ag: -10%; aSyn rescue: 3%; FUS yeast rescue: 2%

What do the screens show for `C=CCn1c(-c2cccnc2)n[nH]c1=S`?
Abeta yeast res: 1%; D3 ag: -1; EPAC2 antagonist: 0%; TDP-43 yeast inh: 27%; D3 antag: 8; EPAC2 ag: -1%; aSyn rescue: -1%

Results for O=C(NC1CCCC1)C1CC(=O)N(c2ccc(F)c(Cl)c2)C1 (stereo not given) ?
Abeta yeast res: 9%; D3 ag: -3; EPAC2 antagonist: 3%; TDP-43 yeast inh: 8%; D3 antag: 12; EPAC2 ag: -1%; aSyn rescue: 0%; FUS yeast rescue: 26%
